uPA generation = blocks generation of uPA at the cell surface; actives 0.31% (n = 330,000); Potency, µM (top dose mostly 38.3 µM), for the others: at the top dose activity change, negative = inhibition, most hits filed as inhibitors; cell surface uPA generation assay, qHTS; AID 540303; active = well fitted inhibition curve with a large enough effect; inconclusive = small, poorly fitted or top-dose-only effect; inactive = no such curve, though single readings can be large or run the other way; tested in mouse RAW 264.7 cells; note: potency is the fitted concentration of half-maximal effect; % is set by controls: 0 for no effect and ±100 for the full control effect; nearly all actives have a fitted effect of over 55% in size
BRCA1 expr up = increases BRCA1 expression | MCF7-BRCA1-FFLuc reporter, luminescence, 48 h; response scale: scaled: vehicle 0%, 10 µM genistein 100% | Potency, µM (highest dose often 46.1 µM), without a hit: top-dose activation, usual class: activators | actives 1.1% (n = 380,000) | AID 624202; note: potency is the fitted concentration of half-maximal effect; nearly all actives have a fitted effect of over 80% in size; some results filed as inactive show a strong effect at the top dose
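Activators of BRCA1 expression were detected as increased firefly luciferase luminescence in engineered MCF7 cells after 48 h compound incubation. Signals were scaled to genistein 10 microM as full activation.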
USP2a block = blocks human ubiquitin-specific protease USP2a. actives 0.01% (n = 330,000). O75604. USP2 core, Ub-CHOP2 coupled fluorogenic reporter, 485/531. Potency, µM (doses to about 38.3 µM), for inactives: at the highest dose activity change, negative = inhibition, most hits filed as inhibitors. AID 463254;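 note: potency is the fitted concentration of half-maximal effect; plate controls were DMSO wells for no effect and full inhibition by NEM control for full effect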
Target sequence (O75604 whole entry, looked up): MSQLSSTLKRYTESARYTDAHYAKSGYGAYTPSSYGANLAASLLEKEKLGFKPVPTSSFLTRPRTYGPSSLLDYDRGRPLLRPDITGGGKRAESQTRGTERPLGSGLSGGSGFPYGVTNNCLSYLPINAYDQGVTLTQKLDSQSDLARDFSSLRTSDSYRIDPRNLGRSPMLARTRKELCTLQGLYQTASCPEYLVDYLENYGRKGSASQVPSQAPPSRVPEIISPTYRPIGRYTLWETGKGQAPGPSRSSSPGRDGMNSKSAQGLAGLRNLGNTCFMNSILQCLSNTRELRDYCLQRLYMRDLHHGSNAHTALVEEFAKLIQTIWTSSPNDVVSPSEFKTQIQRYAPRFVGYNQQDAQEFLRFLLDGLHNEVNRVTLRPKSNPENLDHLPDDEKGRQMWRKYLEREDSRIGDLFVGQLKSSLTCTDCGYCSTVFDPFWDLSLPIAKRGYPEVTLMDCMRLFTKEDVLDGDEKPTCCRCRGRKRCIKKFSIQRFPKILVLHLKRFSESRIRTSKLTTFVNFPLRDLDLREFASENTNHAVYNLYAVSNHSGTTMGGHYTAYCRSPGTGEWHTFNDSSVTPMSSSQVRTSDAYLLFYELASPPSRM
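USP2 core (10nM final) preincubated 30min RT with compound in 20mM Tris-HCl pH 8.0, 2mM CaCl2, 2mM beta-mercaptoethanol, 0.05% CHAPS; 25nM Ub-CHOP2 plus 25nM reporter substrate added, fluorescence (Ex485/Em531) read after 60min.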
B2AR arrestin = agonists driving beta-arrestin recruitment to human beta2-adrenergic receptor | P07550 | actives 0.02% (n = 330,000) | beta-arrestin recruitment to beta2AR, cell-based reporter | Potency, µM (titrated, usually from 46.1 µM), inactives show at the top dose activation, hits mostly activators;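 note: potency is the fitted concentration of half-maximal effect; 0% = DMSO controls and full agonism = EC100 isoproterenol or metaproterenol; nearly all actives have a fitted effect of over 65% in size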
p53 reactivation = mutant p53 re-activation in reporter cells; H1299 p53-A138V BP100-luciferase reporter, luminescence, 24 h; Potency, µM (highest dose often 92.2 µM), for the others: at the highest dose activity change, positive = activation, hits mostly activators; actives 0.063% (n = 320,000); note: potency is the fitted concentration of half-maximal effect; % of control where 0% means no effect; nearly all actives have a fitted effect of over 45% in size
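H1299 (p53-null), stable ts p53-A138V + BP100-Luc; 1000 cells/well, Opti-MEM/10% FBS; cpd 4 pt, 1:5; 24 h, 37 deg C, 5% CO2; detection reagent 10 min RT; luminescence.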
TSG101-PTAP inh = blocks PTAP/TSG101 interaction to inhibit HIV-1 budding | Q99816 | Fluorescence polarization, FITC-PTAP peptide / Tsg101 binding | Potency, µM (titrated, usually from 115 µM), without a hit: at the highest dose activity change, negative = inhibition, actives largely listed as inhibitors | 340,000 tested, under 10 active; active = well fitted inhibition curve with a large enough effect in the main read-out, with a control signal flat, not every such curve was filed as active; inconclusive = small, poorly fitted or top-dose-only effect, or effect the other way, or a change in a side signal; inactive = no such curve, though single readings can be large or run the other way; note: potency is the fitted concentration of half-maximal effect; % of control where 0% means no effect
Target sequence (Q99816 whole entry, looked up): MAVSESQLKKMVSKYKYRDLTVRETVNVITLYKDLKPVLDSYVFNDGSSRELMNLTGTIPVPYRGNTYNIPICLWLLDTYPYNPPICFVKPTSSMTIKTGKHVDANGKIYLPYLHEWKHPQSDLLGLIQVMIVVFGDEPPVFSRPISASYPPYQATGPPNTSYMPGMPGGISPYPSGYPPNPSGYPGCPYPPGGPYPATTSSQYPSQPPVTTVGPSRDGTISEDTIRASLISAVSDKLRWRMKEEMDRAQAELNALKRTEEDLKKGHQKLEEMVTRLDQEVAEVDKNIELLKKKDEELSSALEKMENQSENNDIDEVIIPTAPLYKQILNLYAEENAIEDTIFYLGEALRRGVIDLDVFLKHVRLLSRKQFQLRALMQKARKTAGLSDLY
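Fluorescence anisotropy tracks displacement of a FITC-tagged PTAP peptide (50 nM) from the Tsg101 binding domain (10 uM), following a 20 min room-temperature incubation at pH 7.5.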
ASM inhibitor = human S-ASM enzyme inhibition; P17405; placental ASM, HMU-PC fluorogenic substrate, 60 min; Potency, µM (titrated, usually from 57.5 µM), without a hit: at the highest dose activity change, negative = inhibition, actives largely listed as inhibitors; actives 0.006% (n = 340,000); AID 504937; note: potency is the fitted concentration of half-maximal effect
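Human placenta-derived ASM preincubated with compound 10 min at room temperature, then reacted with 9 uM (final) fluorogenic HMU-PC substrate for 60 min at 37 C. Stop solution raises pH to 10; fluorescence read at Ex 386/Em 447 nm.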
Eya2 inh = inhibitors of human Eya2 phosphatase activity | actives 0.006% (n = 330,000) | Potency, µM (top dose mostly 76.9 µM), inactives show at the top dose activity, negative = inhibition, hits mostly inhibitors | recombinant Eya2, OMFP fluorescence dephosphorylation (OMFP is methylfluorescein phosphate) | O00167; note: potency is the fitted concentration of half-maximal effect; % is set by controls: 0 for no effect and ±100 for the full control effect
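Eya2 protein (added as 0.2 uM solution) was preincubated with compound for 10 min at ambient temperature in 50 mM HEPES pH 7.5, 50 mM NaCl, 5 uM MgCl2, 0.05% BSA, 1 mM DTT. OMFP (added at 50 uM) then reacted 10 min; fluorescence read at 485/525 nm.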
ELG1 genotox = induces genotoxicity in HEK293T cells with luciferase-tagged ELG1; HEK293T ELG1-luciferase reporter, luminescence, 16 h; Potency, µM (doses to about 46 µM), inactives show at the highest dose activity change, positive = activation, hits mostly activators; actives 1.3% (n = 330,000); AID 504466; note: potency is the fitted concentration of half-maximal effect; % of control where 0% means no effect; nearly all actives have a fitted effect of over 60% in size
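ELG1-luciferase HEK293T cells, 2,000/well; compound pinned in; 16 hr, 37 °C, 5% CO2; ONE-Glo, 30 min RT; luminescence on CCD imager.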
TRPV1 agonist = activates the human vanilloid receptor TRPV1 | AID 540275 | TRPV1-expressing cells, Fluo-8 calcium influx, agonist mode | actives 0.19% (n = 320,000) | activation, % at 8.33 µM | Q8NER1; in the data active = activation above about 80%; inconclusive = between about 30% and that limit; note: 0% is about no effect
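Cells expressing TRPV1 were dye-loaded with Fluo-8 and read kinetically: 10 s baseline, 3 min after compound (agonist portion), then 2 min after EC20 capsaicin (allosteric enhancer portion). Calcium-bound dye fluorescence at 480/520 nm.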
a7 integrin act = activators of alpha7 integrin expression for muscular dystrophy; Potency, µM (titrated, usually from 38.3 µM), for the others: top-dose activation, usual class: activators; alpha7betagal myoblasts, beta-gal FDG fluorescence, 48 h; actives 0.064% (n = 350,000);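 note: potency is the fitted concentration of half-maximal effect; 100% = response of the positive control SU9516; nearly all actives have a fitted effect of over 60% in size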
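alpha7betagal+/- myoblasts (passage 13, 250/well) treated 48 h at 37C with compounds at 1:260 dilution of DMSO stock. Lysed, then beta-galactosidase activity read as FDG fluorescence (ex 480/em 540) after 30 min, with pre-read for autofluorescence.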
Numbers without * were called inactive; ? = inconclusive; . = no result given; [ ] = dose if it differs, or a comment. Unless noted, calls come from the whole dose curve; as a rule, active = well fitted curve in the direction sought with a large enough effect; inconclusive = small, poorly fitted or top-dose-only effect, or another doubt; inactive = no such curve, though single readings can be large; an effect the other way counts as inactive or inconclusive.

molecule,uPA generation,BRCA1 expr up,USP2a block,B2AR arrestin,p53 reactivation,TSG101-PTAP inh,ASM inhibitor,Eya2 inh,ELG1 genotox,TRPV1 agonist,a7 integrin act
COC(=O)c1ccc(NC(=O)CCc2c(C)nc3ncnn3c2C)cc1,-3.4%,-2.9%,-0.9%,-0.6%,6.1%,-3.5%,0.4%,8.8%,0.7%,-2.6,5.0%
COC(=O)c1cc(C#N)c(NCc2ccccc2)nc1C,-0.5%,13.7%,0.6%,-0.2%,1.5%,-0.8%,-10.7%,-28.0%,?,-1.4,0.0%
Cc1onc(-c2c(Cl)cccc2Cl)c1C(=O)O/N=C(\C#N)c1c(Cl)cccc1Cl,-4.5%,-4.3%,1.3%,0.0%,-2.3%,4.4%,-0.6%,-3.5%,0.6%,.,43.9%
NC(=O)c1c(NC(NC(=O)c2ccco2)(C(F)(F)F)C(F)(F)F)sc2c1CCCC2,-4.6%,-1.3%,-0.4%,-0.3%,4.4%,-1.3%,7.5%,4.2%,1.5%,-3.5,-18.9%
CCOC(=O)c1ccc(Oc2c(C)oc3c(CN4CCN(C)CC4)c(O)ccc3c2=O)cc1,-1.1%,-10.2%,-0.8%,-0.1%,-10.6%,-2.5%,51.5%[activator],2.2%,2.6%,-1.2,3.7%
O=C1CCCc2c1nc(-c1ccc([N+](=O)[O-])cc1)n2O,9.0%,-6.6%,-12.9%,-1.4%,2.6%,-0.5%,-1.7%,-8.0%,0.2%,.,6.8%
CC(C)[C@@H]1C=C(C(=O)O)O[C@H](OCCCCO)C1,0.6%,-4.8%,1.7%,-0.3%,2.2%,-2.6%,4.1%,-2.3%,0.1%,2.1,7.0%
O=C(CCC(=O)N1CCN(c2ccccc2F)CC1)N1CCN(c2ccc(F)cc2)CC1,-1.1%,-15.3%,0.9%,0.3%,-64.6%[inhibitor],-0.2%,2.2%,-4.6%,-3.8%,2.0,-17.1%
Cc1ccccc1/C=N/NC(=O)c1ccc(-n2cnnn2)cc1,-1.0%,-2.1%,1.0%,-0.1%,-2.4%,1.4%,-0.1%,?,-0.9%,?,-45.0%
O=C(Nc1c(Cl)cc(Cl)cc1-c1nc2ccccc2s1)c1ccc(Br)o1,.,-72.7%,1.4%,-0.1%,-15.8%,-0.3%,26.5%,-25.8%,-7.0%,3.6,5.7%
COc1ccc(C(=O)O/N=C/c2ccc(S(=O)(=O)c3ccc(Cl)cc3)nc2)cc1,2.0%,-1.5%,.,.,.,-2.6%,2.4%,.,.,.,-8.6%
CCOc1ccccc1NC(=O)CSc1nncc2ccccc12,-7.6%,-53.3%,-3.7%,0.1%,6.5%,-1.8%,-1.2%,-0.2%,0.4%,19.4,2.0%
CC(C)Oc1ccc(C(=O)NCC(=O)OCC(=O)N(C)Cc2cccs2)cc1,-0.5%,2.2%,-1.9%,0.0%,0.7%,0.6%,1.8%,-3.4%,-0.8%,2.9,14.9%
Cc1ccc(NC(=O)CN(C)S(=O)(=O)c2ccc3[nH]c(=O)oc3c2)c(C)c1,-4.9%,0.0%,4.0%,-0.4%,-2.6%,-2.1%,4.2%,-3.1%,0.7%,12.2,6.1%
O=C(N/N=C/c1cc2c(cc1Cl)OCO2)c1cc(-c2ccccc2)n[nH]1,-4.8%,-29.8%,2.2%,0.1%,-0.5%,1.2%,-1.8%,-27.4%,10.1%,0.8,-2.1%
COc1ccc(OC)c(CN2CCN(S(=O)(=O)c3ccc(NC(C)=O)cc3)CC2)c1,3.7%,-0.9%,-10.9%,0.2%,-4.7%,-7.1%,0.1%,-0.4%,-5.5%,6.6,15.1%
O=C(O)CC(c1ccccc1F)N1Cc2ccccc2C1=O (stereo not given),1.5%,2.8%,1.9%,-0.2%,6.7%,-2.2%,4.1%,-19.7%,0.5%,1.8,-8.4%
Cc1cnc(C(=O)N2CCCC(C(=O)c3ccc(C(C)(C)C)cc3)C2)cn1 (stereo not given),0.3%,0.0%,-4.8%,3.4%,0.5%,-2.9%,-1.0%,-15.6%,-2.0%,-6.9,-37.7%
N#C/C(=C\c1coc2ccc(O)cc2c1=O)C(=O)Nc1nc2ccccc2s1,?,-74.0%,30.0%,-1.1%,28.7%,?,-4.9%,?,-0.1%,?,-3.2%
CCOC(=O)N1CCN(Cc2nc3cc(NC(C)=O)ccc3n2CC)CC1,-14.9%,-5.3%,1.4%,-0.5%,4.0%,-1.8%,1.8%,7.0%,1.1%,4.9,?
NC(=O)C1CCN(C(=O)c2cc3ccccc3cc2O)CC1,-0.6%,-2.5%,0.1%,0.3%,0.4%,1.1%,11.6%,-17.0%,3.0%,1.8,-5.4%
CC(C)n1cnc2cc(NCc3nc4ccccc4n3C)ccc21,-2.7%,62.4%,1.9%,-0.4%,?,0.0%,-3.8%,-4.9%,14.6µM*,-4.9,23.0%
COc1ccc(CCNC(=O)CSc2ncn[nH]2)cc1,.,11.1%,2.9%,-0.8%,0.9%,-5.5%,4.0%,9.0%,10.1%,-2.3,7.3%
COc1ccc(Nc2nc(C)c(-c3ccccc3)s2)cc1,0.6%,?,-8.9%,6.6%,?,-3.4%,-2.5%,-8.4%,?,22.3,8.6%
COc1ccc(N2C(=O)CC(c3ccc(OC(C)C)cc3)C2=O)cc1 (stereo not given),1.5%,-9.3%,0.1%,-0.3%,-1.9%,-10.3%,-2.2%,-4.0%,-1.7%,1.8,0.3%
O=C(Nc1ccc2c(c1)OCO2)C1CCCN(S(=O)(=O)c2cccs2)C1 (stereo not given),-0.6%,-3.7%,2.6%,-0.8%,2.7%,-12.2%,-1.5%,-0.4%,-10.2%,11.0,-21.6%
O=C(O)c1ccc(/C=N/Nc2nnnn2-c2ccccc2)cc1,3.0%,-8.6%,1.8%,?,8.3%,0.4%,-0.3%,2.0%,0.2%,-2.3,31.9%
O=C(Nc1ccc(Br)cc1)c1ccc(F)c(S(=O)(=O)N2CCN(c3ccccn3)CC2)c1,-17.2%,-24.2%,-2.5%,-0.1%,-1.7%,3.6%,-4.0%,-17.9%,-5.1%,-0.1,?
CCN(CC)C(=O)c1[nH]cnc1C(=O)NCc1ccc(CNC(=O)OC(C)(C)C)cc1,6.7%,0.0%,-1.6%,0.2%,4.4%,1.1%,1.0%,3.7%,-0.3%,-0.9,29.8%
O=C(CCl)Nc1nc(-c2ccco2)c(-c2ccco2)s1,-3.7%,-37.5%,0.6%,-0.7%,4.6%,-2.4%,-2.6%,-3.5%,?,-0.1,0.0%

Record cards (already shown). Values in the order: uPA generation, BRCA1 expr up, USP2a block, B2AR arrestin, p53 reactivation, TSG101-PTAP inh, ASM inhibitor, Eya2 inh, ELG1 genotox, TRPV1 agonist, a7 integrin act
O=C(Nc1ccc2c(c1)OCO2)C1CCCN(S(=O)(=O)c2cccs2)C1 (stereo not given) across the screens: -0.6%, -3.7%, 2.6%, -0.8%, 2.7%, -12.2%, -1.5%, -0.4%, -10.2%, 11.0, -21.6%
N#C/C(=C\c1coc2ccc(O)cc2c1=O)C(=O)Nc1nc2ccccc2s1 across the screens: ?, -74.0%, 30.0%, -1.1%, 28.7%, ?, -4.9%, ?, -0.1%, ?, -3.2%

Next structures
molecule,uPA generation,BRCA1 expr up,USP2a block,B2AR arrestin,p53 reactivation,TSG101-PTAP inh,ASM inhibitor,Eya2 inh,ELG1 genotox,TRPV1 agonist,a7 integrin act
S=C1N(c2ccccc2)C(c2ccc(Cl)cc2)N2CCCN12 (stereo not given),6.0%,-19.8%,-1.2%,-1.1%,0.8%,-0.6%,-11.3%,11.1%,0.4%,7.8,-0.6%
NC(=O)COc1cccc2cccnc12,.,0.3%,-1.1%,1.9%,-2.8%,-3.2%,-2.4%,9.6%,3.2%,-2.1,-2.9%
Cc1ccc(N2C(=O)C3C(C2=O)C2C=CC3C23CC3)cc1 (stereo not given),-3.2%,51.5%,0.7%,-0.2%,25.4%,-3.5%,-0.2%,21.7%,6.2%,-2.4,0.5%
CC(C)(C)CC(=O)Nc1nn[nH]n1,-1.2%,10.4%,2.2%,-0.3%,-21.6%,-2.7%,2.2%,1.9%,-1.7%,-0.3,11.4%
O=C(NCC(c1cccs1)N1CCOCC1)C1CCN(S(=O)(=O)c2cccc(C(F)(F)F)c2)CC1 (stereo not given),0.2%,-10.0%,-0.1%,0.3%,-3.3%,-0.1%,.,-12.7%,3.2%,-6.4,-16.2%
CCN(CC(=O)NCc1cccs1)C(=O)C1CC(=O)N(c2ccc(OC)cc2OC)C1 (stereo not given),2.2%,15.0%,1.0%,0.1%,3.4%,-2.0%,4.8%,-3.8%,-3.8%,-1.8,-8.0%
CCn1c(/C(C#N)=C(\O)CCc2ccccc2)nc2ccccc21,1.3%,0.6%,0.4%,-0.4%,12.4%,0.0%,15.0%,15.6%,2.3%,11.4,33.2%

High-throughput results as filed in PubChem BioAssay.
